PriA SSB inh: K. pneumoniae PriA-SSBct interaction inhibition. AlphaScreen SSBct-PriA binding, biotinylated peptide. inhibition, % at 33 µM. 430,000 compounds, 0.6% hits; in the data active means inhibition mostly above about 37%, no sharp cut-off; inactive means mostly below about 20%;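 further: plate controls were negative control peptide for no effect and reference peptide for full effect; strong numbers were not always called active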
* hit, by the source's call; i = inactive; & = joins results of further samples.

SMILES | PriA SSB inh
CCCC(=O)Nc1ccc2c(c1)CN(S(=O)(=O)c1ccccc1)CC2 | 2
O=C(NCCn1ncc2c(=O)n(Cc3ccc(Br)cc3)cnc21)C1CC1 | 6
Oc1coc2cc(OCc3ccc(Cl)cc3)ccc12 | 3
CS(=O)(=O)N1CCC(C(=O)N2Cc3cncnc3C2)CC1 | -4
Cc1nc(-c2cccc(NC(=O)c3coc(NC(=O)C4CC4)n3)c2)cs1 | -6
COc1ccc(NC(=O)NCC2CCN(Cc3cccs3)CC2)c(OC)c1 | 3
O=C(CSCc1ccccc1)Nc1nc2c(s1)COc1ccccc1-2 | 5
Cc1ccc(S(=O)(=O)N(C)N=Cc2ccc(N(C)C)cc2)cc1 | -6
O=C(Nc1cccc(-c2ccc(N3CCOCC3)nn2)c1)C(F)(F)F | 5
Cc1ccnc(NC(=O)CC(C)n2cncn2)c1 (configuration not stated) | -11
Cc1ccc(-c2nc(CSc3nc4c(c(=O)[nH]3)CN(Cc3ccc(Cl)cc3)CC4)c(C)o2)cc1 | 4
O=C(NCC#CCOc1cccc(C(F)(F)F)c1)Nc1cccs1 | 10
O=S(=O)(Nc1ccc(-c2nc3ccccc3s2)cc1)c1cccc2cccnc12 | -14&-1
Cc1c(NC(=O)C(=O)C=C(O)c2ccc(Cl)cc2)c(=O)n(-c2ccccc2)n1C | 5
CCCN(CCC)Cc1c(C(=O)NN=C/C(C)=C\c2ccccc2)nnn1-c1nonc1N | -10
CC(=O)Nc1ccc(SCC(=O)NCc2ccc3c(c2)OCO3)nn1 | -4
COc1ccc2c(c1)O/C(=C\c1ccncc1)C2=O | -16
COc1ccc(F)cc1S(=O)(=O)NCC(O)(c1ccccc1)C(F)(F)F (configuration not stated) | -7
O=C(Cc1cc(=O)[nH]c(SCc2ccccc2F)n1)Nc1ccc(F)c(Cl)c1 | 7
O=C(Nc1ccccc1OC(F)F)c1ccc(S(=O)(=O)N2CCCCC2)cc1 | 0
COc1ccc(CCNC(=O)CC(C)=NNC(=O)c2ccc([N+](=O)[O-])cc2Cl)cc1OC | 5
O=S1(=O)N=C(N(CCO)N=Cc2ccccc2F)c2ccccc21 | -7
Cc1nnsc1C(=O)N1CCC(CNC(=O)c2cncc(Br)c2)CC1 | -10
O=C(NCCn1ncc2c(=O)n(Cc3cccc(C(F)(F)F)c3)cnc21)c1ccc2c(c1)OCO2 | 1
COc1ccc(Cl)cc1NC(=O)CCc1c(C)nn(-c2nc(C)cc(=O)[nH]2)c1C | -20&-16

Going on with the list:
SMILES | PriA SSB inh
O=S(=O)(NN=Cc1ccc2c(c1)OCCO2)c1ccccc1 | -18
NC(=Nc1ccccc1)C(Cl)(Cl)Cl | -5
CC1Cc2ccccc2N1C(=O)Cc1cc(-c2cc3ccccc3o2)on1 (configuration not stated) | -16
O=C1c2ccncc2C(=O)N1CN1CCOCC1 | -3
O=C1CNC(=O)N1C1CCNCC1 | 4
CC(C)(C)c1cc([C@@H](c2ccccn2)N2CCCCC2)cc(C(C)(C)C)c1O | -3
Cc1ccc2cccc(C(=O)NCCCc3cnc4cc(C)nn4c3)c2n1 | -1
O=c1[nH]c2nc(NCc3ccccn3)ncc2c(=O)n1-c1ccccc1 | -12
O=C(NCCCN1CCCC1=O)C(=O)Nc1ccc(F)cc1F | -15
COc1ccc(S(=O)(=O)NCC#CCN2CCc3ccccc3C2)cc1C | 5
COc1ccc(Cn2c(O)c(C=NNC(=O)c3ccncc3)c(=O)[nH]c2=O)cc1 | 14
COC(=O)c1sccc1S(=O)(=O)NCc1cc(-c2ccco2)n(C)n1 | -17
CCS(=O)(=O)NCCCn1nc(-c2ccc(C)cc2)ccc1=O | 6
CC(=O)Nc1ccc(C(=O)NCCNC(=O)Nc2cccs2)cc1 | -9
NC(=S)Nc1ccc(O)cc1 | 3
Cn1c(O)c(C=C2C=Nc3ccc(Br)cc32)c(=O)n(C)c1=O | 0
O=C(Nc1cc(N2CCCC2)ncn1)Nc1cccs1 | -10
COc1ccc(S(=O)(=O)Nc2cccc(C)n2)c(C)c1C | -2
CC(C)(C)c1csc(NC(=O)c2cccc(NS(=O)(=O)c3ccc(F)cc3)c2)n1 | -19
O=C(NCCC(c1ccccc1)c1ccccc1)C(=O)Nc1cccc([N+](=O)[O-])c1 | -3
CC(C)Oc1ccc(C(=O)Nc2ccc3c(c2)CN(C(=O)c2cccs2)CC3)cc1 | 11
COC(=O)CSC1CCN(C(=O)c2ccc(-c3ccsc3)cc2)C1 (configuration not stated) | -17
C=CCCC(=O)NCC#CCOc1ccc2c(c1)OCO2 | -10
CC(/C=C/c1ccccc1)=NNC(=O)c1cnccn1 | -17
Cc1csc(NC(=O)NCCCSc2ccccc2)n1 | 2

Given comma-delimited: entries from further up.
canonical_smiles,PriA SSB inh
O=C(NCC#CCOc1cccc(C(F)(F)F)c1)Nc1cccs1,10
O=S(=O)(Nc1ccc(-c2nc3ccccc3s2)cc1)c1cccc2cccnc12,-14&-1
Cc1c(NC(=O)C(=O)C=C(O)c2ccc(Cl)cc2)c(=O)n(-c2ccccc2)n1C,5
CCCN(CCC)Cc1c(C(=O)NN=C/C(C)=C\c2ccccc2)nnn1-c1nonc1N,-10
CC(=O)Nc1ccc(SCC(=O)NCc2ccc3c(c2)OCO3)nn1,-4
COc1ccc2c(c1)O/C(=C\c1ccncc1)C2=O,-16
COc1ccc(F)cc1S(=O)(=O)NCC(O)(c1ccccc1)C(F)(F)F (configuration not stated),-7
O=C(Cc1cc(=O)[nH]c(SCc2ccccc2F)n1)Nc1ccc(F)c(Cl)c1,7
O=C(Nc1ccccc1OC(F)F)c1ccc(S(=O)(=O)N2CCCCC2)cc1,0
COc1ccc(CCNC(=O)CC(C)=NNC(=O)c2ccc([N+](=O)[O-])cc2Cl)cc1OC,5
O=S1(=O)N=C(N(CCO)N=Cc2ccccc2F)c2ccccc21,-7
Cc1nnsc1C(=O)N1CCC(CNC(=O)c2cncc(Br)c2)CC1,-10
O=C(NCCn1ncc2c(=O)n(Cc3cccc(C(F)(F)F)c3)cnc21)c1ccc2c(c1)OCO2,1
COc1ccc(Cl)cc1NC(=O)CCc1c(C)nn(-c2nc(C)cc(=O)[nH]2)c1C,-20&-16
O=S(=O)(NN=Cc1ccc2c(c1)OCCO2)c1ccccc1,-18
NC(=Nc1ccccc1)C(Cl)(Cl)Cl,-5
CC1Cc2ccccc2N1C(=O)Cc1cc(-c2cc3ccccc3o2)on1 (configuration not stated),-16
O=C1c2ccncc2C(=O)N1CN1CCOCC1,-3
O=C1CNC(=O)N1C1CCNCC1,4

The list goes on.
SMILES | PriA SSB inh
Cc1cc(OC2CN(S(=O)(=O)/C=C/c3ccccc3)C2)cc(=O)o1 | 3
COc1ccccc1CON=Cc1cccn1-c1nccc(N(C)C)c1C#N | -7
Cc1ccc(-c2nnc(N3CCN(c4ccccn4)CC3)c3ccccc23)cc1C | 8
Cc1ccc(OC(C)C(=O)NN=Cc2ccccn2)cc1 (configuration not stated) | -14
CC1CN(C)C(C)CC1=NOc1ccc([N+](=O)[O-])cc1 (configuration not stated) | -3
CN(C)c1nc(N2CCOCC2)ncc1NC(=O)c1cccc(C(F)(F)F)c1 | -16
COc1cc(C=NNC(=O)C2C3CCCCC32C)cc(Br)c1O (configuration not stated) | 7
COc1cccc(CNC(=O)Cn2cnc3c(-c4ccccc4)csc3c2=O)c1 | -1
Cc1nn(C)c(C(=O)NN=Cc2ccccn2)c1[N+](=O)[O-] | 11
CC(=NNC(=O)c1ccc2c(c1)OCO2)c1cccc([N+](=O)[O-])c1 | -7
Clc1cc(Cl)cc(C2CNCCO2)c1 (configuration not stated) | -17
Cc1ccc(-c2csc3ncnc(Sc4ccc(Cl)cc4)c23)cc1 | -5
CCn1cc(NC(=O)Nc2nc(C)cs2)c2ccccc21 | -9
O=C(Cn1c(=O)oc2ccccc21)N1CCc2nc3ccccn3c(=O)c2C1 | -5
NC(=N/N=C/c1cccc([N+](=O)[O-])c1)c1nonc1N | i
O=C(NCC1CCN(C(=O)Oc2ccccc2)CC1)c1ccc2ncsc2c1 | -11
O=C(Nc1nnc(C2CCCO2)o1)c1sc2ccccc2c1Cl (configuration not stated) | 34
COC(=O)c1cc(-c2ccc(F)c(F)c2)n[nH]1 | 3
O=C(CSc1nnc(Cc2ccccc2)o1)Nc1nc(-c2ccccc2)cs1 | 1
Cc1ccc(/C=C/S(=O)(=O)Nc2ccc3c(c2)N(C(=O)c2cccs2)CC3)cc1 | 3
Cc1noc(-c2ccsc2NC(=O)CCc2c(C)noc2C)n1 | -6
Cc1cccc(C)c1-n1c(C)cc(C=NNc2ccc([N+](=O)[O-])cn2)c1C | 19
Cc1cc(NC(=O)c2nc3ccccc3s2)n(C(C)C)n1 | -2
CC(C)Sc1ccc(CC(=O)NC[C@]2(O)CCc3ccccc3C2)cc1 | -9
Cc1cc(NC(=O)C(=O)NCC2CCN(Cc3ccco3)CC2)c2ccccc2n1 | -17

Another view of part of the listing above.
mol,PriA SSB inh
CC(=NNC(=O)c1ccc2c(c1)OCO2)c1cccc([N+](=O)[O-])c1,-7
Clc1cc(Cl)cc(C2CNCCO2)c1 (configuration not stated),-17

(cont.)
SMILES | PriA SSB inh
Cc1nn(C)c(C)c1S(=O)(=O)N1CC(S(=O)(=O)Cc2ccco2)C1 | 16
O=C(CCCC(=O)NN=Cc1ccccn1)NN=Cc1ccccn1 | -11
CNC(=S)NN=C(C)c1ccc(C(C)(C)C)cc1 | 0
O=C(N[C@H](c1cccnc1)C1CCOCC1)c1ccc(-c2cccc(Cl)c2)cc1 | 2
Clc1ccc2c(NN=Cc3cccc(Br)c3)ccnc2c1 | -3
O=C(NCc1ccc2c(c1)OCO2)C(=O)Nc1ccc(N2CCCS2(=O)=O)cc1 | 4
COc1ccc(-n2nnc(C(=O)OCc3ccccc3C)c2C)cc1 | -5
CCOc1ccc(C2C(=C(O)c3ccc(OC)cc3)C(=O)C(=O)N2c2cc(C)on2)cc1OC (configuration not stated) | -9
COC(CNC(=O)Cn1c(=O)oc2ccccc21)c1ccc(C)s1 (configuration not stated) | 5
COc1ccc(CCNC(=O)c2ccc(-n3cccn3)nc2)cc1OC | -15
COc1ccc(C2C(=C(O)c3ccc4c(c3)CC(C)O4)C(=O)C(=O)N2CCCn2ccnc2)cc1 (configuration not stated) | 9
CC1C(=O)NCCN1C(=O)CCCSc1ccccc1 (configuration not stated) | -8
O=S(=O)(/C=C/c1ccccc1)N1CCN(C2CC2)C[C@H]1c1ccccc1 | -1
O=C(CCc1ccccc1)NCC(c1ccsc1)N1CCOCC1 (configuration not stated) | -10
CCCCCC=NNC(=O)Cc1ccc([N+](=O)[O-])cc1 | 4
COc1ccc(N2CCn3c(SCC(=O)Nc4cc(C(F)(F)F)ccc4Cl)nnc32)cc1 | -4
COCCn1c(C)cc(O)c(C(c2ccccc2OC)N2CCN(c3ccc(F)cc3)CC2)c1=O (configuration not stated) | -2
CCOC(=O)c1nn(-c2ccc(C)cc2)c(=O)cc1NCc1ccncc1 | -1
CN(c1ccc(C(=O)NN=Cc2cccc([N+](=O)[O-])c2)cc1)S(=O)(=O)c1ccccc1 | -8
O=C(CSc1ccncc1)NCC1CCCN(c2nccs2)C1 (configuration not stated) | 11
O=C(c1ccccc1)N1CCc2ccc(NS(=O)(=O)c3ccc4c(c3)OCCO4)cc2C1 | -9
O=C(CSc1nc2ccccc2[nH]1)c1ccc(SC(F)F)cc1 | -8
CC(=NN1CCCCC1c1cccnc1)c1c(O)n(C2CCCCC2)c(=S)[nH]c1=O (configuration not stated) | 18
CCOc1ccc2[nH]c(C(=O)NN=Cc3cccc(OC)c3OC)cc2c1 | -4
O=C(COc1ccccc1)NCCc1nc2ccccc2n1Cc1ccccc1F | -9

Carrying on.
SMILES | PriA SSB inh
Cn1cnc(S(=O)(=O)Nc2ccc3c(c2)CCC(=O)N3)c1 | -2
Cc1cc(NC(=O)Cc2cccs2)n(-c2nc3c(cnn3-c3ccc(Cl)cc3)c(=O)[nH]2)n1 | 7
Cc1nnc(NC(=O)CSc2ncc(-c3ccc(Br)cc3)n2-c2ccccc2C)s1 | -1
CCn1c(Cc2nnc(SCC(=O)c3ccc(Cl)cc3)n2CC)nnc1SCC(=O)c1ccc(Cl)cc1 | -1
O=C1C2CCCN2C(c2ccc([N+](=O)[O-])cc2)N1c1cccc(Cl)c1 (configuration not stated) | 19
Cc1c(C=NNC(=O)C2(O)c3ccccc3-c3ccccc32)cnn1C | 0
CC(C(=O)Nc1ccccc1-c1ccc(=O)[nH]n1)n1nc(-c2cccs2)ccc1=O (configuration not stated) | -24
O=C(NCCC(c1ccccc1)c1ccccc1)C(=O)Nc1cccc(C(F)(F)F)c1 | -9
O=C(NCc1ccc2c(c1)OCO2)C1CCCN(c2ccc(-c3ccc(F)cc3)nn2)C1 (configuration not stated) | -6
O=C(CC1CCCCN1S(=O)(=O)c1ccccc1)NC1CCCCC1 (configuration not stated) | 28
COc1ccc(N2CCN(C(=NS(=O)(=O)c3ccc(C)cc3)Nc3nc(C)cc(C)n3)CC2)cc1 | 12
CN(Cc1cc(=O)[nH]c2ccccc12)C(=O)C1COc2ccccc2O1 (configuration not stated) | -8
CCOC(=O)c1sc(NC(=O)CCSc2nnc3ccccn23)c(C(=O)OCC)c1C | -10
COc1ccc2oc(-c3csc(NC(=O)c4ccc5c(c4)OCO5)n3)cc2c1 | 2
CCc1n[nH]c(=S)n1N=Cc1ccc(N(CC)CC)cc1 | 23
Cc1cc(=O)n2c(-c3cccc(NC(=O)C4CC4)c3)csc2n1 | -3
O=C(Cn1cc(-c2nnc(-c3ccccc3)o2)c2ccccc21)Nc1ccccc1 | 0
Cn1nc(C(=O)NCCn2nc(-c3ccccn3)n(C)c2=O)ccc1=O | 5
CC12CC(O)C3c4ccc(O)cc4CCC3C1CCC2=NO (configuration not stated) | -3
Cc1ccccc1-n1c(CC2CCN(C(=O)c3cc(-c4ccco4)[nH]n3)CC2)n[nH]c1=O | 0
COc1ccc(CC(C)(O)CNS(=O)(=O)CC23CCC(CC2=O)C3(C)C)cc1 (configuration not stated) | 8
CSc1ncccc1C(=O)N1CC(Oc2cc(C)n(C)c(=O)c2)C1 | -3

This is a subset (hit frequency here may not be typical).
